cytoskel mod – modifiers of F-actin cytoskeleton organization, primary screen, imaging, HUVEC, phalloidin staining, high-content imaging; AID 836, 2007; 0.18% of 91,000 active; HUVEC TNFa F-actin phalloidin imaging; inhibition, % at 2 µM;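 active = inhibition above the batch mean plus 3 SD and confirmed as a hit by visual image inspection, cut at about 30% in these data, passing the limit was not always enough; inconclusive = above the inhibition threshold but rejected on visual inspection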; note: strong numbers were not always called active
PLK1 kinase inh – human PLK1 kinase inhibitors, primary screen, biochemical, TR-FRET; Serine/threonine-protein kinase PLK1 (Homo sapiens), P53350; recombinant PLK1 kinase, TR-FRET peptide phosphorylation; inhibition, % at 10 µM; 0.53% of 97,000 active;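 active = inhibition of 50% or more in the single-concentration screen; inactive = inhibition below 50%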;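 note: 0% = DMSO max control and 100% = H-89 dihydrochloride min control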
Target sequence (P53350 whole entry, looked up): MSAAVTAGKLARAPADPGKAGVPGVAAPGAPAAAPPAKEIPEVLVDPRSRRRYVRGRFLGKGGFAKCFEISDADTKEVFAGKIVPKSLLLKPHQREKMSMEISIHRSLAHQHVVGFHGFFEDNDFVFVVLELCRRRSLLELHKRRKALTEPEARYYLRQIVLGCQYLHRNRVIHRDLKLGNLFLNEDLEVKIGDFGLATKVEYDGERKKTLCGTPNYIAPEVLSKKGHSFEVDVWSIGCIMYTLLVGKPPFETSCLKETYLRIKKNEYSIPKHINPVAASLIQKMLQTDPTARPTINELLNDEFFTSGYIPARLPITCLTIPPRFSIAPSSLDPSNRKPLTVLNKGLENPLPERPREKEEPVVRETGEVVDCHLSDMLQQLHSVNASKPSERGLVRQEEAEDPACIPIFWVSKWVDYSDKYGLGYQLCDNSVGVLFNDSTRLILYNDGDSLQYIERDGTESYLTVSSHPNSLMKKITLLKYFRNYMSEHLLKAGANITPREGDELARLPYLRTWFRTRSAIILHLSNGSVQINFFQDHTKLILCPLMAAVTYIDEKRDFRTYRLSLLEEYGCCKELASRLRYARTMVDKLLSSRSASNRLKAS
sEH inh – soluble epoxide hydrolase inhibitors, primary screen, biochemical, human sEH | recombinant human sEH enzymatic activity assay | 0.34% of 91,000 active | inhibition, % at 2 µM; in the data active = inhibition above about 80%; note: values of inactives mirror those of a sister screen read the other way; many of its hits are not listed in these tables
PLK1 PBD inh – Plk1 polo box domain binding inhibitors, primary screen, biochemical, fluorescence polarization. Serine/threonine-protein kinase PLK1 (Homo sapiens), P53350. Plk1 PBD phosphopeptide binding. inhibition, %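 (tested at about 20 µM)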. 0.13% of 97,000 active; in the data active = inhibition above about 34%, passing the limit was not always enough
TNFa cytotox – cytotoxicity in TNFa-stimulated HUVEC, primary screen, cytotoxicity control for VCAM1 expression modulator project, imaging, Hoechst nuclei count; 0.17% of 93,000 active; HUVEC TNFalpha-stimulated, Hoechst cell count; cell count reduction, % at 2 µM;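 active = cell count reduction exceeding the screen mean by over 5 SD, scaled to untreated wells per plate, cut at about 78% in these data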;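 note: cells counted after 24 h of TNF alpha exposure following the 1 h pretreatment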
Ecoli WT expand – growth inhibitors of wild-type E. coli, primary screen, strain BW25113, expanded library, OD600; OD600 absorbance; growth inhibition, % at 100 µM; 0.15% of 98,000 active;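 active = growth inhibition above about 50% at one test dose, limit read from the data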;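 note: growth measured after 20 h incubation at 37 °C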
DAT uptake mod – changed hDAT dopamine uptake under cocaine IC80, either direction, primary screen, cocaine antagonist project, cell-based, LLC-PK1 hDAT, [14C]-dopamine uptake, MLSMR; Sodium-dependent dopamine transporter (Homo sapiens), Q01959; 1.3% of 110,000 active; B-score at 10 µM; AID 449768, 2010; LLC-PK1 hDAT cells, [14C]-dopamine uptake with cocaine IC80; actives deviate in either direction;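 active = Z score or B-score, a plate-position-corrected score, falls beyond the plate's 99.7% confidence bounds, in either direction; inactive = both scores lie inside the 99.7% bounds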;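 note: scored against the spread of the other compound wells on the same plate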
IL1B cytotox – cytotoxicity in IL-1B stimulated HUVEC, primary screen, cytotoxicity control for IL-1B NFkB translocation project, imaging, Hoechst nuclear count, IL-1B stimulus; 0.41% of 94,000 active; cell count reduction, % at 2 µM; AID 845, 2007; HUVEC cell count loss;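 active = cell count reduction more than 3 SD above the screen-wide mean, cut at about 70% in these data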;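 note: normalized per plate to untreated control cells as the no-loss baseline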
VCAM1 TNFa inh – inhibitors of TNFa-induced VCAM1 expression, primary screen, imaging, HUVEC, TNFa stimulus, immunofluorescence; AID 802, 2007; HUVEC TNFa-induced VCAM-1 immunofluorescence, high-content imaging; inhibition, % at 2 µM; 0.48% of 95,000 active;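 active = inhibition above the batch mean plus 3 SD, with images confirmed as a hit by eye, cut at about 37% in these data; inconclusive = inhibition above that limit but hit not confirmed in images; inactive = inhibition not above that limit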;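 note: 0% = TNF-stimulated DMSO wells and 100% = unstimulated control wells; not every result past the cut was called active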
* marks the source's active call; other numbers are inactive results; i = inactive; ? = inconclusive; / = not tested or not shown.

compound	cytoskel mod	PLK1 kinase inh	sEH inh	PLK1 PBD inh	TNFa cytotox	Ecoli WT expand	DAT uptake mod	IL1B cytotox	VCAM1 TNFa inh
CCCOC(=O)CN1C(=O)c2ccccc2C1=O	-7	6	-6	-9	-38	-4	-0.31	-9	4
CCn1c(SCC(N)=O)nnc1-c1ccc(OC)c(OC)c1	-13	-15	7	7	-20	4	-0.39	-7	6
CC(=O)Oc1ccc2ccccc2c1C(NC(=O)C(C)C)c1cccc([N+](=O)[O-])c1 (stereo unspecified)	/	-7	2	-9	-56	-5	-0.84	-22	0
Cc1cc(C)cc(-n2c(C)cc(C=C(C#N)C#N)c2C)c1	-33	-10	11	-1	12	2	0.16	11	8
CC1(C)CC(C(=O)Nc2nccs2)CCO1 (stereo unspecified)	-26	-7	-25	15	4	1	0.43	-10	10
COCCNC(=O)CNC(=O)c1nn(-c2ccc(OC)c(Cl)c2)c(=O)c2ccccc12	11	-10	-6	-24	-16	1	-6.8*	5	-12
N#CC(C(=O)C1CCCCC1)c1nc2ccccc2[nH]1 (stereo unspecified)	-4	-8	-3	-10	10	0	0.061	-2	31
Nc1nonc1C(=O)NCCNCc1ccccc1OCc1ccc(F)cc1	8	0	9	-12	-16	11	1.3	-5	15
CCOc1ccc(C(CCc2ccccc2)NC(=O)c2ccc(OC)c(OC)c2)cc1OCC (stereo unspecified)	0	-4	-24	-28	-3	-1	-0.019	6	9
C/C=C/C(=O)OCC(=O)Nc1ccc(F)cc1Cl	-24	2	18	6	6	5	-0.22	-8	-2
CS(=O)(=O)c1ccc(Cl)c(NC(=O)C2CC(=O)N(Cc3ccccc3)C2)c1 (stereo unspecified)	/	1	-3	-5	-22	1	0.12	-68	15
Cc1ccc(NS(=O)(=O)c2ccc(CCC(=O)NCCO)cc2)cc1	-4	3	-21	10	-10	-7	-0.15	10	5
CC1Cc2ccccc2N1C(=O)c1cc2sccc2n1Cc1ccc(F)cc1 (stereo unspecified)	1	-16	6	0	/	/	-0.18	24	-30
O=C(CSc1ccc2nnc(-c3ccncc3)n2n1)NCc1ccco1	-10	-17	-1	15	-4	0	-0.1	2	6
Oc1ccc(N2CCN(c3ncnc4sc5c(c34)CCC5)CC2)cc1	23	0	/	-35	-18	6	-1.5	-50	86*
CN(C)C(=O)COc1ccc2cc(-c3ccccc3)c(=O)oc2c1	-2	-7	-21	-8	2	0	0.17	-124	-3
Cc1cc(=O)oc2cc3c(cc12)OCCN3	-6	-18	-6	-6	9	3	1.2	3	11
N#CC1=C(N)Oc2cc3c(cc2C1c1ccc(Cl)cc1)OCO3 (stereo unspecified)	9	-4	7	-1	-42	-9	-0.6	-26	-16
CS(=O)(=O)N(CC(=O)NCCSCc1c(F)cccc1Cl)c1ccc2c(c1)OCO2	4	-11	0	-10	-19	8	1.1	-4	8
CCc1nnc(NC(=O)CSc2nnc(CSc3nc(C)cc(C)n3)n2CC)s1	26	-2	10	17	13	/	/	-6	19
Cc1ccc(-c2nnn(CC(=O)N3CCC(C)CC3)n2)o1	-8	-5	-8	-13	-22	3	-1.4	-2	1
O=C(c1ccc(COc2ccccc2Cl)o1)N1CCN(c2ccccc2)CC1	-14	-19	/	16	-14	-26	0.54	-4	7
FC(F)(F)c1nc(-c2ccncc2)ncc1-c1nnnn1-c1ccccc1	5	-4	3	0	18	3	0.014	-38	4
CCN(CC)c1ccc(/C=C(/C#N)c2nc3ccccc3[nH]2)c(OC(C)C)c1	14	-75	-2	-198	-16	-28	2	-11	2
CCCN1C2CCCC1CC(NC(=O)c1cc(OC)c(OC)c(OC)c1)C2 (stereo unspecified)	22	1	-6	-12	25	-4	-0.52	13	11
CC(C)n1c(C(=O)OCC(=O)NCc2ccc3c(c2)OCO3)cc2sccc21	?	5	19	-1	52	-21	1.3	31	31
Cc1ccc(S(=O)(=O)N/N=C/c2ccc(OS(=O)(=O)c3ccc(C)c([N+](=O)[O-])c3)cc2)cc1	-12	-15	-4	-15	-7	-14	0.14	0	13
C=C(C)Cn1c(SCC(=O)O)nnc1-c1ccccc1	0	-11	6	-4	-15	-6	0.31	14	-3
CC(C)NC(=O)COC(=O)c1cc(=O)[nH]c2ccccc12	-30	-7	/	-54	-7	-1	-0.22	-19	11
Cc1cc(C(=O)Nc2cnn(Cc3ccc(Cl)cc3Cl)c2)no1	22	-12	-11	-2	-34	-8	-0.24	-3	-16
CCc1cc2cc3c(cc2nc1SCC(=O)Nc1nccs1)OCO3	5	i	6	13	16	-1	1.3	11	2
CCOc1ccc(N(Cc2cc3ccc(C)cc3[nH]c2=O)C(=O)COC)cc1	-4	-10	7	-21	-9	3	-0.014	-7	-2
COc1ccc(N2CCN(C(=O)c3ccc(OCc4c(C)noc4C)c(OC)c3)CC2)cc1	-5	-14	-10	0	6	-4	-0.76	-6	-6
O=C(CC1Oc2ccccc2NC1=O)NCCCN1CCN(C2CCCCC2)CC1 (stereo unspecified)	-12	-4	-14	9	-1	/	-0.38	-19	9
Cc1nc(-c2ccc(NC(=O)c3cccs3)cc2)cs1	-7	-12	20	7	3	-5	-0.34	-52	-2
CCCN(CCC)CCCNS(=O)(=O)c1ccc2c(c1)oc(=O)n2C	-2	-8	1	-15	2	2	-0.043	6	7
CC(C)CC(=O)Nc1ccc(C(=O)Cn2nc(C(=O)O)c3ccccc3c2=O)cc1	-14	-2	13	-2	-8	-5	1.3	-2	1
Cc1ccc(N=Cc2cc(C)n(C3CCCC3)c2C)cc1	-17	-8	4	-10	10	-6	-0.93	-15	-3
O=C(NCCN1CCOCC1)C1CCC(CNS(=O)(=O)c2ccc(Cl)cc2)CC1 (stereo unspecified)	23	-7	5	7	-8	1	1.2	/	-8
Cc1cc(NC(=O)c2cnn3cccnc23)n(-c2ccccc2)n1	26	-8	-3	8	-34	1	0.25	-40	6
O=S(=O)(NCc1ccccn1)c1ccc2c(c1)OCCO2	20	-5	-1	-3	/	4	0.58	-9	11
COc1ccc(OC)c(NC(=O)CNC(=O)Cn2c(C)cc3ccccc3c2=O)c1	/	2	-9	-9	-13	1	0.53	-12	-8
O=c1oc2ccccc2cc1-c1nc(-c2cccs2)cs1	4	-11	-1	-9	-30	-14	-0.89	-35	28
O=C(Cc1cccs1)Nc1ccccn1	27	-13	-13	-17	-29	8	/	-21	4
CC(C)Sc1nc2c(c(=O)n(C)c(=O)n2C)n1Cc1ccc(Cl)cc1	-13	0	5	-7	6	-1	-0.12	-40	-35
O=C(CN(C(=O)CNS(=O)(=O)c1ccccc1)C1CCCC1)NCC1CCCO1 (stereo unspecified)	25	-11	8	-20	-14	3	0.4	25	-2
CCCCOc1ccc(C(C)NC(=O)C2CCCN(S(=O)(=O)CC)C2)cc1 (stereo unspecified)	-8	-10	24	-15	5	-4	0.58	-17	-53
O=C(Nc1cccnc1)c1cc2nc(C3CC3)cc(C(F)(F)F)n2n1	9	-4	1	-3	-16	3	0.24	-28	0

DAT uptake mod, entries above that show a hit.
Structure | cytoskel mod | PLK1 kinase inh | sEH inh | PLK1 PBD inh | DAT uptake mod | VCAM1 TNFa inh
COCCNC(=O)CNC(=O)c1nn(-c2ccc(OC)c(Cl)c2)c(=O)c2ccccc12 | 11 | -10 | -6 | -24 | -6.8* | -12

Next part
compound	cytoskel mod	PLK1 kinase inh	sEH inh	PLK1 PBD inh	TNFa cytotox	Ecoli WT expand	DAT uptake mod	IL1B cytotox	VCAM1 TNFa inh
COc1cccc(-c2cc(C(=O)NCc3ccco3)no2)c1	1	-4	-4	-15	-9	-7	-0.22	33	-37
O=C(CNC(=O)c1ccccc1)NCC(=O)OCc1ccc(Cl)cc1	-29	-9	-5	-7	-3	1	0.065	-1	10
Cc1ccc(-c2cc(-c3ccc4c(c3)OCO4)c(C#N)c(N)n2)o1	7	-8	-1	2	-20	3	0.82	-18	-5
O=C1CCC/C1=C/Nc1ccc2c(c1)OCO2	-15	-13	-2	5	9	7	0.27	7	-13
Brc1ccc(C2=Nn3c(nnc3-c3n[nH]c4c3CCC4)SC2)cc1	-11	-2	-21	35	34	-1	-0.82	-1	24
COc1ccc(/C(C)=C(\C#N)C(=O)OC(C)C)cc1OC	-6	-12	-6	-20	-5	/	0.079	-36	8
Oc1ccc(Cl)cc1CNc1ccc(Br)cn1	-24	-6	5	-9	-9	13	-0.37	-7	3
O=C(NNC(=O)c1ccccc1-n1cccc1)c1ccc(Cl)cc1	/	-1	-19	-8	9	2	0.025	15	-19
CC12CCC(C(=O)Nc3ccccc3N3CCOCC3)(CC1=O)C2(C)C (stereo unspecified)	-2	0	-14	1	-10	3	0.00032	-43	7
CCOC(=O)N1CCN(C(=O)c2oc3ccc(S(=O)(=O)N4CCCCCC4)cc3c2C)CC1	3	-11	-31	-17	-24	4	-8.1*	1	23
Cn1c(=O)oc2cc(S(=O)(=O)NCCC(=O)N3CC=C(c4ccccc4)CC3)ccc21	-17	-10	/	-3	-19	2	0.091	-6	-16
O=C(Nc1nc(-c2cc(Cl)sc2Cl)cs1)c1ccccc1	-7	-9	-8	-16	-2	-6	-1.5	3	-13
COc1cccc(C(=O)Nc2c(C(N)=O)oc3ccccc23)c1	-9	-9	0	-26	-8	-5	0.014	-50	-1
COCCn1c(Cc2ccccc2)nnc1SCC(=O)N1CCCCC1C (stereo unspecified)	-18	-9	-1	3	-5	1	0.8	-14	-10
COc1ccccc1Oc1ccc2c(c1)C(=O)N(c1cccc(O)c1)C2=O	-30	-9	-6	19	0	-1	0.09	6	-7
COc1cc(-c2cn(S(=O)(=O)c3cccc4nsnc34)nc2N)cc(OC)c1OC	-1	-6	4	17	13	-3	2	0	10
CCCCNC1C(CC)C(CCC)C(C#N)(C#N)C1(C#N)C#N (stereo unspecified)	5	-6	-48	-4	-3	3	-0.18	-67	-8
COc1ccc(-n2c(SCC(=O)Nc3nccs3)nnc2-c2ccccc2)cc1	6	-5	-18	1	-4	3	1.4	1	24
C=CCn1c(NC(=O)c2ccc(Br)o2)c(S(=O)(=O)c2ccccc2)c2nc3ccccc3nc21	6	-9	31	4	3	-4	1.2	-4	-5
CCOC(=O)c1cc(CC)sc1NC(=O)C(c1ccccc1)c1ccccc1	-2	1	-4	-11	12	-9	0.92	-25	-17
COCCOC(=O)c1[nH]c2c(c1C)C(=O)CC(c1ccc(F)cc1)C2 (stereo unspecified)	4	-5	-11	-7	-23	-3	-0.16	-12	20
COc1ccccc1N1C(=O)CC(Sc2ncccc2C(=O)O)C1=O (stereo unspecified)	12	-14	3	31	-35	4	0.87	-5	-18
CCOc1ccc(CNC(=O)C(CC)n2nc(C)n3c(cc4occc43)c2=O)cc1OC (stereo unspecified)	/	-7	1	15	3	2	-0.083	-51	15
CC(=O)N1CCc2cc(C(=O)CN3CCCCC3)ccc21	13	-7	/	-6	-32	-1	/	-6	3

Screening data deposited in PubChem BioAssay by several laboratories.

Rows are unselected. About 3.4% of those tested had a hit in this group.
